High-throughput results as filed in PubChem.
TDP1 cell CPT – growth inhibition of DT40 Tdp1-/-;hTDP1 cells with camptothecin (screen for TDP1 inhibitors); chicken DT40 Tdp1-/-;hTDP1 cells + 20 nM CPT, ATP luminescence, 48 h; Potency, µM (series often up to 46.2 µM), for inactives: top-dose activity change, negative = growth inhibition, usual class: inhibitors; 420,000 compounds, 12% hits; AID 686979; note: nearly all actives have a fitted effect of over 55% in size
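Chicken DT40 Tdp1-/- cells complemented with human TDP1, 400 cells/well, exposed to compounds plus 20 nM camptothecin for at least 48 h at 37 C; viability read as ATP content by CellTiter-Glo luminescence.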
TDP1 cell noCPT – qHTS for Inhibitors of human tyrosyl-DNA phosphodiesterase 1 (TDP1): qHTS in cells in absence of CPT; AID 686978, 2013; Potency, µM (series often up to 46.2 µM), inactives show top-dose activity change, negative = growth inhibition, most hits filed as inhibitors; DT40 Tdp1-/- hTDP1 cells, no CPT, ATP luminescence, 48 h; 420,000 compounds, 15% hits; note: nearly all actives have a fitted effect of over 55% in size
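Luminescent ATP content (CellTiter-Glo) served as the growth readout. Knockout chicken DT40 cells expressing human TDP1 were exposed to compounds without camptothecin for a minimum 48 hr at 37 °C.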
TDP1 inh – inhibitors of human tyrosyl-DNA phosphodiesterase TDP1; Q9NUW8; recombinant TDP1, AlphaScreen DNA substrate cleavage; Potency, µM (highest dose often 130 µM), for inactives: top-dose activity change, negative = inhibition, actives largely listed as inhibitors; 350,000 compounds, 0.28% hits; note: nearly all actives have a fitted effect of over 40% in size
Target sequence (Q9NUW8 whole entry, looked up): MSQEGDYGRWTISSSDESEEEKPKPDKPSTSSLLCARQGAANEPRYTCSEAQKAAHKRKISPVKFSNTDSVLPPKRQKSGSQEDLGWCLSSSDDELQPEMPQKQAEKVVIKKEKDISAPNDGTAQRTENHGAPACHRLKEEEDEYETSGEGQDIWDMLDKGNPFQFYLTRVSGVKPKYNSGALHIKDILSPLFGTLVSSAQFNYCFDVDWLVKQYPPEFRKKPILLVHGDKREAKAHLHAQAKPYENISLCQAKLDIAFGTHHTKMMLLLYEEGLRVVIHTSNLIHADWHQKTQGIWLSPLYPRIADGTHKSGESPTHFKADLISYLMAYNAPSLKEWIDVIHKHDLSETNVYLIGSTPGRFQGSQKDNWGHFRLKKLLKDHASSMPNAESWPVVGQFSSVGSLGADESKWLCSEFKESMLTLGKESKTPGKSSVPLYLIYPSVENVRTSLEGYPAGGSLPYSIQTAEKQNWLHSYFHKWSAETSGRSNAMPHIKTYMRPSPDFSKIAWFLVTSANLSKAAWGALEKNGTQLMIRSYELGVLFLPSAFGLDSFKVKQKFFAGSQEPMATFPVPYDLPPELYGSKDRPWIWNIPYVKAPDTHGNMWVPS
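Here, a 5' biotin and 3' phosphotyrosine-FITC DNA oligonucleotide reports Tdp1 activity: intact substrate bridges AlphaScreen beads, while cleavage leaves a 3' phosphate and drops signal. All incubations at room temperature.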
* hit, by the source's call; ? = inconclusive; / = no result given; & = joins results of further samples; [ ] = dose if it differs, or a comment. Calls come from the whole dose curve; as a rule, active = well fitted curve in the direction sought with a large enough effect; inconclusive = small, poorly fitted or top-dose-only effect, or another doubt; inactive = no such curve, though single readings can be large; an effect the other way counts as inactive or inconclusive. % is set by controls: 0 for no effect and ±100 for the full control effect; potency is the fitted concentration of half-maximal effect.

SMILES | TDP1 cell CPT | TDP1 cell noCPT | TDP1 inh
Cc1cc(C)c(C(=O)COC(=O)c2cccc(S(=O)(=O)N3CCOCC3)c2)cc1C | ? | ? | /
COc1ccc(-c2ccc(C(=O)Nc3ccc4c(c3)OCO4)c3occc23)c(C)c1 | ? | ? | /
Cc1noc(C)c1C(=O)N1CCC[C@@]2(CCN(c3cccc(-c4ccccc4)c3)C2)C1 | 16µM* | 18µM* | /
Cc1ccc(NC(=O)C(=O)c2c[nH]c3ccccc23)cc1 | -12% | -30% | /
COc1ccc([C@@H]2CC=C(C(=O)O)CN2S(=O)(=O)c2ccc(C)cc2)cc1OC | -11% | -13% | -1%
COC(CNC(=O)CSCc1nc(-c2ccc(SC)cc2)oc1C)OC | -8% | -21% | 4%
O=C(CCSCc1ccccc1Cl)NCc1ccco1 | 15% | 1% | 1%
CCNC(=O)/N=C1/NC(=O)C(C(C)C)O1 (stereo not given) | 31%[activator] | -20% | 4%
O=C(CN1C(=O)c2ccccc2S1(=O)=O)NCCc1ccc(F)cc1 | -1% | -5% | -2%
CCOc1ccc(NS(=O)(=O)c2ccc3c(c2)CCN3C(C)=O)cc1 | ? | ? | 2%
CCOC(=O)c1c(C)[nH]c(C)c1S(=O)(=O)NCC1CCN(Cc2ccccc2OC)CC1 | ? | 4% | 1%
CCCn1c(CC)nc([N+](=O)[O-])c1Sc1ncn[nH]1 | ? | ? | /
N#Cc1ccc(CN2CCN(C(=O)CCNS(=O)(=O)c3ccc(F)c(F)c3)CC2)cc1 | -27% | -18% | 0%
[O-][n+]1ccc(C(O)c2ccccc2)cc1 (stereo not given) | -10% | 15% | /
COC(=O)c1sc2cccc(F)c2c1S(=O)(=O)NCc1ccccc1Cl | 20% | -12% | 6%
Cc1cccc(C)c1-n1nnnc1C1c2ccccc2C(=O)N1CCc1ccccc1F (stereo not given) | ? | 16µM* | /
Cn1nnnc1SCC(=O)NCc1ccccc1 | 2% | 0% | -1%
CC1CCN(C(=O)/C(=C\c2ccccc2)NC(=O)c2ccccc2)CC1 | 2% | -22% | /
COc1ccc(C(=S)N2CCOCC2)cc1OC(=O)c1ccccc1 | 5% | 5% | 3%
O=S(=O)(c1ccc(F)cc1)N1CCN(Cc2ccccn2)CC1 | -20% | -30% | 2%
Cn1c(NC(=O)c2cccs2)c(-c2cccs2)c(=O)c2ccccc21 | 23µM* | -27% | 2%
O=C(CCS(=O)(=O)c1ccccc1Cl)NC1CCCCCC1 | 3% | 11% | -1%
O=C(NCc1ccccc1)c1cccnc1 | -7% | 3% | /
CCOC(=O)c1c(C)[nH]c(C(=O)Cn2nnc(-c3ccccc3)n2)c1C | -17% | -26% | 6%
CC(=O)c1ccc(OC(=O)COc2ccccc2Cl)cc1 | 16% | 18% | /
O=C(COC(=O)c1cc(Cl)nc(Cl)c1)Nc1ccc(Cl)c(S(=O)(=O)N2CCOCC2)c1 | -26% | ? | -1%
COC(=O)c1cc(=O)n(Cc2ccc3c(c2)OCO3)c(=Nc2ccc(F)c(Cl)c2)s1 | 8.2µM* | 6.5µM* | 3%
Cc1ccc(NC(=O)CN2C(=O)C(=O)N(C3CCCC3)C2=O)cc1Cl | -13% | 7% | 1%
COc1ccc(NS(=O)(=O)c2ccc3c(c2)n(C)c(=O)c(=O)n3C)cc1Cl | -12% | ? | 0%
CCOC(=O)c1c(C)oc2nc(C)nc(NCc3ccccc3Cl)c12 | 16µM* | ? | 4%
O=C(NCc1ccco1)C1CCCN1S(=O)(=O)c1ccc2ccccc2c1 (stereo not given) | ? | -14% | 6%
COc1ccccc1NS(=O)(=O)c1c(C(=O)N2CCCC2)c(C)n(C)c1C | ? | 3% | 1%
O=C(NCCCN1CCOCC1)C(=O)N/N=C/c1ccccc1O | ? | ? | /
Cc1ccccc1NC(=O)c1cn2c(nc3ccccc32)c(C#N)c1C | 1% | 21% | /
Cc1cccc(OCC(O)Cn2c(N3CCCCC3)nc3c2c(=O)n(C)c(=O)n3C)c1 (stereo not given) | ? | 16µM* | /
Cc1cc(C)c(S(=O)(=O)N2CCN(C(=O)c3ccc(-n4cncn4)c([N+](=O)[O-])c3)CC2)c(C)c1 | ? | 13µM* | 1%
Cn1c(CNC(=O)c2ccccc2F)nnc1SCC(=O)Nc1nnc(C2CC2)s1 | -10% | -17% | /
COc1ccc(CNn2c(-c3ccccc3F)nc3ccccc3c2=O)cc1OC | ? | 18µM* | -1%
CCN=C1S/C(=C\c2ccc(O)c(OCC)c2)C(=O)N1CC | 26µM* | 21µM* | -10%
CCCCC(CC)CNC(=O)c1cccs1 (stereo not given) | -19% | -26% | 2%
O=C(NCCc1ccccc1)C1(c2ccccc2)CC1(Cl)Cl (stereo not given) | -11% | -22% | 4%
CC(C)C(=O)N(Cc1ccc2c(c1)OCO2)Cc1ccccn1 | ? | ? | 1%
COc1cccc(C(=O)Nc2cccc(-c3ccccc3)c2)c1 | ? | ? | 0%
COc1ccc(OCC(=O)NC2CC(=O)N(c3cccc(OC)c3)C2)cc1 (stereo not given) | -1% | -6% | 0%
CNC(=S)SCCOc1ccccc1 | -23% | -25% | /
O=C(Nc1ccc2c(c1)OCCO2)C(C1CC1)N1CCN(c2ccc(C(F)(F)F)cn2)CC1 (stereo not given) | ? | ? | /
CC1CCCCC12NC(=O)N(CC(=O)NCCc1ccc(S(N)(=O)=O)cc1)C2=O (stereo not given) | 13% | -6% | 1%
Cc1ccc(NC(=O)COC(=O)CNC(=O)C2CCCCC2)cc1S(=O)(=O)N(C)C | 6% | -26% | 1%
O=P(O)(O)c1ccccc1OCCOCCOCCOCCOc1ccccc1P(=O)(O)O | -10% | 7% | 5%
COC(=O)c1c(-c2ccc(Cl)cc2)noc1N1CCN(c2ccc(C)cc2C)CC1 | ? | ? | 3%
COc1ccc(/C=N/NC(=O)c2c(-c3ccccc3)noc2C)cc1[N+](=O)[O-] | ? | -29% | 3%
O=C(O)c1c2c(nc3ccc(S(=O)(=O)N4CCC(C(=O)NC5CCCCCC5)CC4)cc13)CCCC2 | -6% | 8% | 5%
CC(=O)Nc1cc(NC(C)=O)cc(C(=O)OCC(=O)Nc2ccc(S(=O)(=O)NC3=NCCCCC3)cc2)c1 | -2% | 10% | -7%
COc1cccc(-c2cc3nc(NCc4cccnc4)n(C)c(=O)c3s2)c1 | ? | ? | /
FC(F)(F)c1cc(Nc2ccccc2)nc(-c2ccccn2)n1 | ? | 26µM* | /
COc1ccc(CCNC(=O)c2sc3nc4n(c(=O)c3c2C)CCCC4)cc1OC | ? | ? | 6%
Cc1ccc(OCCCn2c(CO)nc3ccccc32)cc1 | ? | ? | 7%
COc1cc(C(CCN2CCN(c3ccccc3)CC2)c2c(OC)cc(OC)c3c(C)cc(=O)oc23)cc(OC)c1OC (stereo not given) | 16µM* | 16µM* | 21%
Cc1nc(NC(C)c2ccccc2)c2c3c(sc2n1)CCC3 (stereo not given) | 16µM* | 16µM* | 1%
COc1ccc(C(=O)CSC(=S)N2CCCCC2)cc1 | ? | ? | /

Single entries from above:
Value of `Cc1nc(NC(C)c2ccccc2)c2c3c(sc2n1)CCC3` (stereo not given) under TDP1 cell noCPT: 16µM*
Value of `COc1ccc(/C=N/NC(=O)c2c(-c3ccccc3)noc2C)cc1[N+](=O)[O-]` under TDP1 cell noCPT: -29%

Remaining list, next part
SMILES | TDP1 cell CPT | TDP1 cell noCPT | TDP1 inh
Oc1ccc(C[C@@H](CN2CCC[C@@H]2CN2C(=S)NC[C@@H]2Cc2ccccc2)N2C[C@H](Cc3ccccc3)N(CCc3ccccc3)C2=S)cc1 | 16µM* | 18µM* | /
COC(=O)c1cc(CNC(=O)c2ccc3ccccc3n2)cc(NC(=O)c2cccc(OC)c2)c1 | -1%[9.04 µM] | -14% | /
O=C(/C=C/c1ccc(Cl)c(Cl)c1)N1CCOCC1 | 10% | -22% | ?
CCOc1ccc(S(=O)(=O)N2CCN(C(=O)c3ccco3)CC2)cc1 | -1% | -19% | 7%
COc1ccc(Cc2c(-c3ccc(F)cc3)nc3ccc(Cl)cn23)c(C)c1 | ? | ? | /
Fc1ccc(NC(=S)N2CCc3ccccc32)cc1 | 6% | -12% | /
CCCNC(=O)c1ccc2c(=O)c(O)c(-c3ccc(F)cc3)[nH]c2c1 | ? | ? | 4%
CCCCCCn1ccc(=N)cc1 | 0.21µM* | 0.21µM* | 5%
O=C(Nc1ccc(N2CCCC2)cc1)c1ccccc1[N+](=O)[O-] | ? | ? | /
N#CCCCCN1CCCC1 | -3% | 26% | 0%
CCOC(=O)CP(=O)(c1ccccc1)c1ccccc1 | 6% | -8% | 6%
C/C(=N/NC(=O)CNC(=O)CCc1ccccc1)c1ccc(Cl)cc1 | -7% | -30% | 6%
CCOc1ccc(N2CC(c3nc4ccccc4n3CCOc3ccccc3OC)CC2=O)cc1 (stereo not given) | ? | 23µM* | 10%
COc1cccc(NS(=O)(=O)c2cn(C)c(=O)n(C)c2=O)c1 | -1% | 5% | 4%
CCN1C(=O)c2ccccc2Sc2ccc(C(=O)NCCCN3CCCCC3)cc21 | -27% | 0% | 1%
CCOC(=O)c1sc(C)c(C(=O)NCC(C)(C)CN(C)C)c1N | -4% | -1% | 0%
O=C(COc1ccccc1Cl)Nc1nnc(S(=O)(=O)N2CCCC2)s1 | ? | -14%&-23% | 12%
COc1ccc(C(=O)Nc2nc(CC(=O)NCCc3cccc(OC)c3)cs2)cc1 | ? | 15µM* | -3%
Cc1ccc(S(=O)(=O)N2CCN(Cc3cc(C(C)(C)C)ccc3O)CC2)cc1 | -26% | -24% | 3%
CCCCN(C)CCNC(=O)c1cc2c(=O)[nH]c3ccccc3c2n1C | 5% | -28% | /
O=C(C1CC=CCC1)N1CCC(CO)(Cc2ccc(Cl)cc2)CC1 (stereo not given) | ? | ? | 8%
CCC(Sc1nc2ccc(C)cc2[nH]1)C(=O)O (stereo not given) | -2% | -16% | -1%
C=CCC1[C@H](C)[C@H]2[C@@H]3CC[C@@H](C3)[C@H]2CN1S(=O)(=O)c1ccc(C)cc1 (stereo not given in full) | 18µM* | ? | -8%[56.1 µM]
O=C(NCCN1CCCCC1)/C(=C/c1ccco1)NC(=O)c1ccccc1 | -8% | -5% | /
O=CN1N=C(c2ccccc2)CC1c1ccccc1[N+](=O)[O-] (stereo not given) | ? | ? | 5%
COc1cccc(S(=O)(=O)Nc2ccc(C(=O)N3CCCCCC3)cc2)c1 | ? | ? | -3%
O=C(NCc1ccc2c(c1)OCO2)C(=O)NCC1OCCN1S(=O)(=O)c1ccc(Br)cc1 (stereo not given) | ? | ? | 3%
CC(C)c1cc(C(=O)NC2CCCc3c2cnn3-c2ccccc2F)no1 (stereo not given) | ? | ? | 4%
N#CC1CC(c2ccc([N+](=O)[O-])cc2)=NN1c1ccc([N+](=O)[O-])cc1 (stereo not given) | ? | -13% | 0%
CC1CCCCC1NC(=S)NC(=O)c1cccs1 (stereo not given) | ? | ? | /

Results in TDP1 cell noCPT and TDP1 inh, for some of the entries so far:
Molecule,TDP1 cell noCPT,TDP1 inh
COc1ccc(NS(=O)(=O)c2ccc3c(c2)n(C)c(=O)c(=O)n3C)cc1Cl,?,0%
CCOC(=O)c1c(C)oc2nc(C)nc(NCc3ccccc3Cl)c12,?,4%

Back to the main list with the 3 entries that preceded the break.
SMILES | TDP1 cell CPT | TDP1 cell noCPT | TDP1 inh
CC(C)c1cc(C(=O)NC2CCCc3c2cnn3-c2ccccc2F)no1 (stereo not given) | ? | ? | 4%
N#CC1CC(c2ccc([N+](=O)[O-])cc2)=NN1c1ccc([N+](=O)[O-])cc1 (stereo not given) | ? | -13% | 0%
CC1CCCCC1NC(=S)NC(=O)c1cccs1 (stereo not given) | ? | ? | /
CCNc1c(NC(=O)C2CCC(C)CC2)c(=O)oc2ccccc12 (stereo not given) | ? | ? | -20%
O=C(CN1CCCC1c1ccc2c(c1)OCCO2)NC(=O)Nc1ccccc1F (stereo not given) | -17% | -24% | -11%
O=C(NCCc1ccc(Cl)cc1)c1ccc(CS(=O)(=O)c2ccc(Cl)cc2)o1 | 16µM* | ? | 0%
CCOC(=O)c1sc(NC(=O)Nc2ccc(F)cc2)nc1C | ? | ? | -3%
Cc1cc(/C=C2\SC(=S)NC2=O)c(C)n1C1CC1 | -21% | -2% | 8%
CC1CCN(C(=O)Cn2c(=O)n(Cc3ccc4c(c3)OCO4)c(=O)c3ccccc32)CC1 | ? | ? | 2%
COc1cc(C2NC(=O)NC(C)=C2[N+](=O)[O-])cc(OC)c1OC (stereo not given) | -2% | 16% | 3%
Cc1cc(C)c2nc(NNC(=O)c3cc(-c4cccs4)nc4ccccc34)sc2c1 | 4.6µM* | 5.2µM* | 8%
